Assay outcomes as filed in PubChem BioAssay.
12-LOX inh = blocks human arachidonate 12S-lipoxygenase; purified 12hLO, xylenol orange hydroperoxide absorbance; Potency, µM (top dose mostly 108 µM), for the others: at the top dose activity change, negative = inhibition, usual class: inhibitors; 1.1% of 580,000 active; further: on the % scale 0 is the no-effect control and ±100 the full control effect
Target sequence (P18054 whole entry, looked up): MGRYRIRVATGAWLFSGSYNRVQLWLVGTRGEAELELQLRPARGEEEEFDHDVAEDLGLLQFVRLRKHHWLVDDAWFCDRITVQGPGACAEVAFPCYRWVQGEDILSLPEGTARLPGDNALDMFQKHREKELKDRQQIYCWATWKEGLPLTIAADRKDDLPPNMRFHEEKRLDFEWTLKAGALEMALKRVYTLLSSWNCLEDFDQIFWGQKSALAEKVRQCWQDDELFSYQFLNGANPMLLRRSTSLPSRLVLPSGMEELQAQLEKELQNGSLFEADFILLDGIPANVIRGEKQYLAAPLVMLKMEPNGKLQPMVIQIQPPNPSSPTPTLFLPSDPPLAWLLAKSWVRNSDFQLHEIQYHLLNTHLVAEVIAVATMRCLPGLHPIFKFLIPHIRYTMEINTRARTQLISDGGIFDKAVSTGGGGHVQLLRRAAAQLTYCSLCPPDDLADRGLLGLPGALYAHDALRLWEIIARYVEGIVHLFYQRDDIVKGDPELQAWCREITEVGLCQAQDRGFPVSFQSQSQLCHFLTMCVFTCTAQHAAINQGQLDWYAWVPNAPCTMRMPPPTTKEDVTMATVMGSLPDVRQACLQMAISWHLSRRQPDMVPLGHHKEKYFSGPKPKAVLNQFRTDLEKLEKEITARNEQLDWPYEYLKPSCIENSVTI
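Purified human 12hLO (150 nM final) in 25 mM Hepes, 0.01% Triton X-100, pH 7.0 was preincubated 15 min at room temperature with compound. Then 40 uM arachidonic acid was added, 30 min. Hydroperoxide was read by Fe-XO absorbance ratio 573/405 nm.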
GRP78 ERSR act = inducers of ER stress response in human glioma cells | U87-MG GRP78 promoter luciferase reporter, 16 h | Potency, µM, inactives show at the top dose activation, usual class: activators | 0.02% of 420,000 active | AID 602332; further: series mostly up to about 76 µM; % of control where 0% means no effect; nearly all actives have a fitted effect of over 35% in size
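Stably transfected U87-MG human glioma cells carrying a GRP78-based luminescent sensor were seeded at 1000 cells/well, pin-dosed with compounds and incubated 16 h. Luciferase reagent was then added, and end-point luminescence was read after 10 min at room temperature.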
An asterisk follows results filed as active; ? = inconclusive; & = joins results of further samples; [ ] = remark or other dose. The call rests on the fitted dose curve; in most records, active means well fitted curve in the direction sought with a large enough effect; inconclusive means small, poorly fitted or top-dose-only effect, or another doubt; inactive means no such curve, though single readings can be large; an effect the other way counts as inactive or inconclusive. Potency means the concentration at half of the fitted maximal effect. Only part of the results is shown; the hit share may differ from the screen's.

SMILES,12-LOX inh,GRP78 ERSR act
N#Cc1cccc(NC(=O)N2CCCC3(CCN(C(=O)c4cccc(F)c4)CC3)C2)c1,-0.4%[57.4 µM],-3.4%
O=C(c1nc2ncccn2n1)N1CCOc2ccc(C(O)C(c3ccccc3)c3ccccc3)cc2C1 (stereo unspecified),9.2%,1.6%
N[C@@H](CCCCNC(=O)CCCC[C@@H]1SC[C@H]2NC(=O)N[C@H]12)C(=O)O,?,2.2%
Cc1c(C(=O)NCC2CC2)sc2ncnc(NCCN3CCCCC3)c12,13.7%,-5.2%
COc1ccc(CN2CCOc3ccc(C(O)c4cccnc4)cc3C2)cc1 (stereo unspecified),32.7%[activator],-0.7%
CC(=O)Oc1ccc(C)cc1,10.7%[176 µM],-3.5%
N#CCCn1c(=O)c(-c2cccc(C#N)c2)nc2cnc(N3CCOCC3)nc21,-1.2%,-2.5%
c1ccc2[nH]c(NCCCc3cnc[nH]3)nc2c1,?,-1.2%
COc1ncc2ncc(=O)n(C)c2n1,0.0%,-4.2%
CS(=O)(=O)Nc1cccc(-c2nccc(-n3ccnc3)n2)c1,22.4µM*,1.3%
Cc1nc2cc(NC(=O)[C@@H]3C[C@@H](Sc4ccccn4)CN3Cc3ccccc3F)ccc2s1,4.6%,-2.7%
CN(C)C(=O)c1ccc(-c2nccc(N(C)Cc3ccco3)n2)cc1,?,2.4%
N#Cc1ccc(CN2CCCC3(CCN(C(=O)c4ccco4)CC3)C2)cc1,-17.5%[57.4 µM],-2.5%
COc1ccc2cc(CNCc3nonc3C)c(N3CCCC(CO)C3)nc2c1 (stereo unspecified),13.3%,-3.5%
COCCn1c(=O)c(-c2cn(C)c3ccccc23)nc2cnc(Oc3ccccc3)nc21,0.0%,-4.0%
CN(C)c1ccc(-c2cc(Nc3ccc(F)cc3)ncn2)cc1,?,-0.2%
COC(=O)N1CCC2(CCCN(c3ccc(-c4ccccc4)cc3)C2)CC1,-6.2%[57.4 µM],-1.7%
O=C(NC(NC(=S)Nc1ccc(F)c([N+](=O)[O-])c1)C(Cl)(Cl)Cl)C(c1ccccc1)c1ccccc1 (stereo unspecified),?,-4.8%&-4.7%
COc1ccccc1CNc1cc(-c2ccccc2C)ncn1,?,-0.9%
O=c1c(CCc2ccccc2)nc2cncnc2n1Cc1ccccc1,-1.6%,0.7%
O=c1c(-c2ccc(O)cc2)coc2cc(O[C@@H]3O[C@H](CO)[C@H](O)[C@H](O)[C@H]3O)ccc12,6.0%[57.4 µM],-1.6%
COc1ncc2nc(-c3cccs3)c(=O)n(Cc3cccs3)c2n1,0.0%,-6.2%
O=C(c1csnn1)N1CCC2(CCCN(Cc3ccccc3)C2)CC1,-7.0%[57.4 µM],-5.4%
O=c1c(-c2cc(F)cc(F)c2)nc2cnc(N3CCOCC3)nc2n1-c1ccccc1,0.0%,0.7%
COc1ccc(NC(=O)N2CC[C@@]3(CCCN(C(=O)c4cnccn4)C3)C2)cc1,-5.7%[57.4 µM],-3.8%
Cc1cnc(CNc2ccnc(-c3cccc(C#N)c3)n2)cn1,-22.7%,-3.8%
CCOC(=O)CN(C)C(=O)c1cnn(-c2ncc3c(n2)-c2ccccc2CCC3)c1C,-1.4%,4.0%
Cc1nc2cnc(N(C)C)nc2n(CCc2ccccc2)c1=O,?,-0.3%
O=c1c(-c2ccc(F)c(F)c2)nc2cncnc2n1-c1ccccc1,-4.1%,-3.7%
Cn1c(=O)c(-c2ccccc2)nc2cnc(N3CCOCC3)nc21,0.0%,-1.8%
O=C(Oc1ccccc1)N1CCC[C@@]2(CCN(c3ccccn3)C2)C1,-2.1%[57.4 µM],-3.6%
CS(=O)(=O)N1CCC2(CC1)CN(c1ccncc1)C2,-6.4%[57.4 µM],-2.9%
CC(=O)c1ccc(F)c(-c2cc(C)cc3c2OC(CNC(=O)c2ccnn2C)C3)c1 (stereo unspecified),25.1%,-3.6%
COc1cc(Cl)c(C)cc1N1C(=O)[C@@H]2C[C@H]1CN2Cc1ccccn1,5.7%,-4.2%
Cc1cccc(C(=O)NCc2nc(-c3cccc(NC(=O)C4CCCN(C)C4)c3)oc2C)n1 (stereo unspecified),-1.7%,-2.4%
COc1ccccc1CN1CCCC2(CCN(C(=O)c3ccncc3)CC2)C1,-16.6%[57.4 µM],-3.0%
O=c1c(-c2cccs2)nc2cnc(N3CCNCC3)nc2n1Cc1cccs1,?,-12.1%
CN(Cc1ccco1)c1ncnc2ccc(-c3cccnc3)cc12,-15.9%,11.9%
COc1ccc(C(=O)N2CCC3(CCN(Cc4ccccc4OC)CC3)CC2)cc1,2.1%[57.4 µM],-2.8%
O=c1c(-c2ccccc2)nc2cnc(N3CCOCC3)nc2n1C[C@H]1CCCO1,0.0%,1.4%
CC(CC=O)CCCC(C)(C)O (stereo unspecified),12.8%[176 µM],-5.9%
CSc1ccc2cc(CNCc3ccccc3F)c(N3CCCC(CO)C3)nc2c1 (stereo unspecified),32.2%[activator],-3.2%
O=c1c(-c2ccc(F)cc2)nc2cnc(N3CCNCC3)nc2n1Cc1ccc(F)cc1,0.0%,-12.0%
COc1cccc(-c2cncnc2NCCN2CCOCC2)c1,?,0.2%
CC(C)(CNC(=O)c1cnn(-c2nccc(-c3cccs3)n2)c1C1CC1)N1CCOCC1,-0.1%,-3.1%
COc1ccc(-n2c(=O)c(-c3cc(F)cc(F)c3)nc3cnc(N(C)C)nc32)cc1,?,-4.0%
O=C(OCc1ccccc1)c1ccc(O)cc1,?,4.4%
O=C(c1csnn1)N1CCC[C@@]2(CCN(c3ccccc3)C2)C1,-5.2%[57.4 µM],-3.4%
N#Cc1cc2c(OCC(O)CN3CCN(C(c4ccccc4)c4ccccc4)CC3)cccc2[nH]1 (stereo unspecified),?,-5.3%&-3.4%
Cc1ccc(F)cc1CNC(=O)c1sc2ncnc(NCC3CCCO3)c2c1C (stereo unspecified),9.6%,-1.9%

Compound profiles, from the list above. Values in the order: 12-LOX inh	GRP78 ERSR act
Cc1nc2cnc(N(C)C)nc2n(CCc2ccccc2)c1=O across the screens: ?	-0.3%
CN(Cc1ccco1)c1ncnc2ccc(-c3cccnc3)cc12 across the screens: -15.9%	11.9%
O=c1c(-c2ccc(F)cc2)nc2cnc(N3CCNCC3)nc2n1Cc1ccc(F)cc1 across the screens: 0.0%	-12.0%
COc1ccc(-n2c(=O)c(-c3cc(F)cc(F)c3)nc3cnc(N(C)C)nc32)cc1 across the screens: ?	-4.0%
COc1cc(Cl)c(C)cc1N1C(=O)[C@@H]2C[C@H]1CN2Cc1ccccn1 across the screens: 5.7%	-4.2%

Carrying on:
SMILES,12-LOX inh,GRP78 ERSR act
Cc1ncc(-c2ccc(F)cc2)c(C2CCCN(Cc3cccc(O)c3)C2)n1 (stereo unspecified),-1.6%,-9.3%
O=C(NCc1nnc2n1CCN(Cc1cc3c(cc1Cl)OCO3)CC2)c1cccc(F)c1,10.2%,-8.9%
CSc1nc(C(=O)N2CCc3c(cnc(C)c3CNC(=O)c3ccc4c(c3)OCO4)C2)cs1,15.1%,-5.7%
COc1cccc(-c2cncnc2Nc2ccc(F)cc2)c1,?,-2.8%
Cc1nc2cnc(N(C)C)nc2n(C2CC2)c1=O,0.0%,0.0%
O=c1c(CCc2ccccc2)nc2cnc(Oc3cccc(Cl)c3)nc2n1C[C@H]1CCCO1,-26.0%,-1.9%
COCCN1CCN(C(=O)c2cnn(-c3nccc(-c4ccccc4F)n3)c2-c2ccco2)CC1,?,0.9%
CN(Cc1ccco1)c1ccnc(-c2cccnc2)n1,?,-5.4%
N#CCCn1c(=O)c(-c2cccc(C#N)c2)nc2cnc(Oc3cccc(Cl)c3)nc21,0.0%,-4.6%
CN1CCC2(CC1)CCN(C(=O)c1cc(C(F)(F)F)cc(C(F)(F)F)c1)CC2,-0.1%[57.4 µM],-1.6%
Cc1noc(C)c1-c1nc(NCc2cccnc2)c2ccccc2n1,?,-3.2%
Cc1c(C(=O)NCC2COCCO2)cnn1-c1nccc(-c2cccs2)n1 (stereo unspecified),3.7%,1.8%
N#CCCn1c(=O)c(-c2ccccc2)nc2cnc(OCc3ccccc3)nc21,0.0%,-3.4%
COc1ccccc1-n1cc(C(=O)NCCN2Cc3ccccc3OC(c3ccsc3)C2)cn1 (stereo unspecified),17.8%,1.9%
C[C@@H]1C[C@@H](CC(=O)NCC2Cc3cccc(-c4ccncc4)c3O2)NC(=S)N1 (stereo partly specified),?,-2.3%
Cc1noc(C)c1-c1ccc2ncnc(Nc3ccc(F)cc3)c2c1,?,1.2%
COc1ccc(CN2CCOc3c(O)cc(-c4cc(C)c5ccc(F)cc5n4)cc3C2)c(O)c1,-27.9%,-2.2%
N#Cc1ccc(CN2CCCC3(CCN(C(=O)c4cccc(F)c4)CC3)C2)cc1,7.8%[57.4 µM],-2.7%
O=C(c1csnn1)N1CCC[C@@]2(CCN(c3cccc(-c4ccccc4)c3)C2)C1,-2.2%[57.4 µM],-2.7%
O=C(Nc1cccc(F)c1)N1CCC2(CC1)CCN(C(=O)c1ccncc1)CC2,-12.9%[57.4 µM],-1.6%
COc1ccc(NC(=O)N2CCC3(CC2)CCN(C(=O)c2cccc(F)c2)CC3)cc1,-3.9%[57.4 µM],0.0%
Cc1nc2sccn2c1CN1Cc2ccccc2OC(c2ccccc2F)C1 (stereo unspecified),-1.6%,-0.5%
Cc1c(C(=O)NCC2(N3CCOCC3)CCCCCC2)cnn1-c1nccc(-c2ccccc2F)n1,30.1%[activator],-0.6%
Cc1cnc(-n2ncc(C(=O)NCCc3ccccn3)c2C)nc1-c1ccc(F)cc1,-12.6%,-2.1%
C#CCCCCCCCCCCCc1ccco1,?,-2.3%
O=C(c1ccco1)N1CCC2(CCN(Cc3ccccc3)CC2)CC1,1.8%[57.4 µM],-2.7%
CN(C)c1ncc2nc(-c3cn(C)c4ccccc34)c(=O)n(C[C@H]3CCCO3)c2n1,-24.8%,-3.1%
CN1CCN(c2ncc3nc(-c4ccc(Cl)cc4)c(=O)n(C)c3n2)CC1,?,6.1%
Cc1ccnn1CC(=O)N1CCOc2c(cc(-c3csc4ccccc34)cc2OC2CCOC2)C1 (stereo unspecified),?,-3.0%
COc1ccc(-n2c(=O)c(-c3cccs3)nc3cnc(Oc4ccccc4)nc32)cc1,?,-2.5%
c1ccc2c(Nc3ccncc3)nc(-c3ccc4c(c3)OCO4)nc2c1,?,-6.6%
COCc1c(C(=O)NC2CCCC2)cnn1-c1nccc(-c2cccs2)n1,2.3%,1.1%
CC(=O)N1CCC2(CC1)CCN(c1ccccn1)CC2,4.6%[57.4 µM],1.8%
COc1ccc(-c2nc3cnc(N4CCOCC4)nc3n(Cc3cccc(OC)c3)c2=O)cc1,37.1%[activator],-1.4%
OCCC(O)CO (stereo unspecified),4.2%,-5.0%&-0.3%&-3.8%
Cc1cc(C(=O)Nc2ccccc2-c2nc(CNC(=O)c3cscn3)c(C)o2)c(C)o1,19.2%,2.3%
COCCn1c(=O)c(-c2ccc(F)cc2)nc2cncnc21,?,-3.7%
CC[C@H](C)[C@H](NC(=O)[C@H](CCCN=C(N)N)NC(=O)[C@H](CCCN=C(N)N)NC(=O)[C@H](CC(C)C)NC(=O)[C@H](Cc1ccccc1)NC(=O)CNC(=O)CN)C(=O)N[C@@H](CCCN=C(N)N)C(=O)N1CCC[C@H]1C(=O)N[C@@H](CCCCN)C(=O)N[C@@H](CC(C)C)C(=O)N[C@@H](CCCCN)C(=O)O,13.0%[12.5 µM],-4.0%
CCC1CN(CCNC(=O)C2CCCCN2C)Cc2cc(OC)ccc2O1 (stereo unspecified),10.2%,1.3%
Cc1noc(C)c1-c1nccc(NCc2cccs2)n1,?,-4.7%
COc1cc2c(Nc3ccc(Br)cc3F)ncnc2cc1OCC1CCN(C)CC1,-26.7%[57.4 µM],-3.7%
COCCNc1nc(-c2cccc(NS(C)(=O)=O)c2)nc2ccccc12,?,-1.6%
O=S(=O)(c1ccccc1)N1CCC[C@@]2(CCN(c3cccc(-c4ccccc4)c3)C2)C1,?,-4.1%
CCC(C(=O)O)C1CCC(C)C(C(C)C(O)C(C)C(=O)C(CC)C2OC3(C=CC(O)[C@@]4(CC[C@](C)(C5CC[C@@](O)(CC)C(C)O5)O4)O3)C(C)CC2C)O1 (stereo partly specified),?,-6.3%
COc1ccccc1-c1ccnc(-n2ncc(C(=O)NCCCN3CCOCC3)c2C)n1,6.2%,-5.2%
COc1cc(=O)n2c(c1C(=O)N(C)Cc1nccs1)CCN(Cc1ccc(F)c(F)c1)CC2,19.3%,-1.7%
CN1CCN(c2ncc3ncc(=O)n(Cc4cccs4)c3n2)CC1,0.0%,-2.6%
